# Source: PubChem
# M. tuberculosis HTS: M. tuberculosis growth inhibition, HTS (AID 449762) | M. tuberculosis H37Rv growth inhibition, 7H9 media; higher % means a stronger effect | inhibition, % at 25 µM; hits with a dose series show IC50 in µM | 330,000 compounds, 0.59% hits; in the data active means a potency from the dose series; inconclusive means inhibition above about 70% without an active follow-up result;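 further: bacterial growth assessed after seven days of incubation; strong numbers were not always called active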
# VEEV TC-83 Vero: inhibitors of VEEV TC-83 cytopathic effect, confirmation, Vero cells (AID 588727) | Vero cells, VEEV TC-83 cytopathic effect inhibition; higher % means a stronger effect | inhibition, % at 20 µM, or IC50 in µM where a hit was titrated | 350,000 compounds, 0.13% hits; in the data active means a potency from the dose series; inconclusive means inhibition mostly from about 14% at the one dose, without a potency; inactive means the rest, 99 in 100 with inhibition below about 12%; further: strong numbers were not always called active
# M. tuberculosis: growth inhibition of non-replicating M. tuberculosis (AID 488890). inhibition, % at 25 µM; hits with a dose series show IC50 in µM. 320,000 compounds, 0.39% hits. Mycobacterium tuberculosis non-replicating, growth inhibition; higher % means a stronger effect; in the data active means a potency from the dose series; inconclusive means inhibition mostly from about 82% at the one dose, without a potency; inactive means the rest, 99 in 100 with inhibition below about 76%;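 further: plate controls were DMSO cells for no effect and high antibiotic wells for full effect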
# Salmonella PhoP GFP: Inhibition of PhoP regulon, Salmonella typhi GFP reporter cells, confirmation, 4 h (AID 1850). Salmonella Typhi PhoP-promoter GFP reporter, fluorescence, 4 h; higher % means a stronger effect. inhibition, % at 50 µM, or IC50 in µM where a hit was titrated. 310,000 compounds, 0.33% hits; in the data active means a potency from the dose series; inconclusive means inhibition mostly from about 25% at the one dose, without a potency; inactive means the rest, 99 in 100 with inhibition below about 19%;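 further: 0% = induced wells with vehicle and 100% = uninduced wells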
# influenza NS1A: H1N1 influenza NS1A inhibitors, functional cell based assay (AID 504329). 340,000 compounds, 0.3% hits. NS1A functional cell-based assay, percent inhibition; higher % means a stronger effect. inhibition, % at 12.5 µM, or IC50 in µM where a hit was titrated; in the data active means a potency from the dose series; inconclusive means inhibition above about 27% without an active follow-up result; further: strong numbers were not always called active
# VEEV TC-83 Vero 10K pilot screen: also measured in VEEV TC-83 Vero; calls as there; inhibition, %; measured here: 10K pilot screen inhibition
# The depositor's hits bear a star; i = inactive; ? = inconclusive; . = no result given.
SMILES,M. tuberculosis HTS,VEEV TC-83 Vero,M. tuberculosis,Salmonella PhoP GFP,influenza NS1A,others
Cc1ccc2nc(NCCCNC(=O)c3cnccn3)c(C#N)cc2c1,8%,i,-2%,-8%,-4%,
CC(=O)Nc1ccc(NC(=O)c2nc(S(=O)(=O)Cc3ccccc3)ncc2Cl)cc1,-3%,?,10%,-10%,2%,
O=C(Nc1cc([N+](=O)[O-])ccc1Cl)c1ccc2c(c1)OCO2,7%,0.9%,-1%,3%,3%,
CC(=O)Nc1ccc(OCC(O)Cn2nc(C)c(Br)c2C)cc1 (centres undefined),1%,i,9%,-2%,-2%,
Cc1ccc(S(=O)(=O)N2CCC(C(=O)Nc3nnc(C4CCCC4)s3)CC2)cc1,12%,i,1%,1%,-1%,
CCOC(=O)N1CCN(C(=O)c2ccc(C)c(S(=O)(=O)N3CCCCC3)c2)CC1,9%,4.0%,4%,3%,-6%,
O=C(Nc1ccnc(-c2cccnc2)n1)c1cccs1,5%,5.0%,15%,-10%,-2%,
Cn1c(=O)oc2cc(S(=O)(=O)N3CCC(C(=O)NCC4COc5ccccc5O4)CC3)ccc21 (centres undefined),-11%,0.7%,.,-15%,7%,
CN(C)CCCOC(=O)c1ccccc1Cl,8%,1.0%,3%,18%,-10%,
COCCCNC(=O)C[C@H]1C[C@H](C(=O)N(C(C)C)C(C)C)[C@@]2(C)c3[nH]c4ccc(Cl)cc4c3CCN2C1=O,.,i,.,.,-15%,
Cc1ccc2nc(SCC(=O)Nc3ccc(C(N)=O)cc3)[nH]c2c1,-6%,2.4%,-12%,5%,12%,
COc1ccc(-c2noc(C3CCCN(C(=O)c4ccc(C)cc4)C3)n2)cc1 (centres undefined),16%,i,36%,2%,15%,

# Overlap with the part before: two compounds, followed by the next part.
SMILES,M. tuberculosis HTS,VEEV TC-83 Vero,M. tuberculosis,Salmonella PhoP GFP,influenza NS1A,others
Cc1ccc2nc(SCC(=O)Nc3ccc(C(N)=O)cc3)[nH]c2c1,-6%,2.4%,-12%,5%,12%,
COc1ccc(-c2noc(C3CCCN(C(=O)c4ccc(C)cc4)C3)n2)cc1 (centres undefined),16%,i,36%,2%,15%,
Cc1ccc2[nH]c(O)c(N=NC(=O)c3ccc(NS(=O)(=O)c4cccs4)cc3)c2c1,4%,13%,7%,-2%,15%,
O=C(C1CCC1)N1CCc2cc(S(=O)(=O)Nc3ccc4c(c3)OCCO4)ccc21,-7%,0.9%,-4%,3%,10%,
Cc1cc(C)n(CCC(=O)N/N=C/c2c(O)ccc3ccccc23)n1,9%,12%,8%,2%,-17%,
COc1ccc(C2Nc3ccccc3C(=O)N2c2ccc(C)cc2)cc1Cn1cc([N+](=O)[O-])cn1 (centres undefined),-6%,6.3%,41%,-11%,2%,
Cc1cc(C)c2c(ccc3cccc[n+]32)c1,-5%,6.1%,3%,-1%,.,
CNC(=O)CN1C(=O)NC2(CCc3ccccc32)C1=O (centres undefined),1%,1.6%,4%,-1%,3%,
Cc1ccc(NC(=O)COc2ccc3c(c2)CCC3)nc1,?,1.3%,6.7µM*,-6%,2%,
CCCOP(=O)(c1ccc(N(C)C)cc1)C(O)c1c(Cl)cccc1Cl (centres undefined),4%,0.3%,6%,2%,1%,
COc1cc(CO)ccc1OCC(=O)Nc1ccc(Br)cc1,1%,1.6%,4%,9%,7%,
O=C(O)CCc1ccc(-c2ccc(Cl)cc2)n1NC(=O)c1ccc(O)cc1,-2%,i,-1%,-1%,3%,
O=C(CN1CCCCCCC1)N/N=C/c1ccc(F)c(F)c1,-1%,i,-25%,-3%,0%,
CN(C)c1ccnc(NCc2ccccc2)c1C#N,0%,i,-2%,7%,1%,

# Two compounds picked at random from those above:
SMILES,M. tuberculosis HTS,VEEV TC-83 Vero,M. tuberculosis,Salmonella PhoP GFP,influenza NS1A,others
O=C(Nc1ccnc(-c2cccnc2)n1)c1cccs1,5%,5.0%,15%,-10%,-2%,
Cc1ccc2nc(SCC(=O)Nc3ccc(C(N)=O)cc3)[nH]c2c1,-6%,2.4%,-12%,5%,12%,

# Further compounds follow.
SMILES,M. tuberculosis HTS,VEEV TC-83 Vero,M. tuberculosis,Salmonella PhoP GFP,influenza NS1A,others
COc1ccc(CN2CCC(C(=O)c3ccc(Cl)cc3)CC2)cc1,5%,i,35%,3%,-1%,
CC(=O)c1cn(-c2ccc(Cl)cc2)c(=O)[nH]c1=O,6%,0.9%,-11%,5%,-6%,
Cn1c(=O)c(C(=O)NCCc2ccc(Cl)cc2)c(O)c2ccccc21,0%,0.1%,4%,3%,1%,
O=[N+]([O-])c1ccc(Cl)c(/C=N/NC(=S)Nc2ccccc2)c1,2%,1.9%,4%,0%,22%,
O=C(CC(O)(CC(=O)OCc1ccccc1)C(=O)OCc1ccccc1)OCc1ccccc1,.,0.2%,.,.,10%,
Cc1ccc(NC(=S)N(C)C)cc1C,3%,0.8%,-4%,5%,.,
COC(=O)Nc1sc2c(c1C(=O)NCc1ccco1)CCCC2,.,1.0%,.,-1%,6%,
CC(C)NC(=O)C1CCN(C2CCN(C(=O)C3=CCCC3)CC2)CC1,4%,0.1%,2%,9%,-6%,
Cc1ccc(N2C(=O)N(CC(=O)N3CCCc4ccccc43)C(=O)C2C)cc1 (centres undefined),1%,3.8%,11%,0%,5%,
CCc1ccccc1Nc1nc(N)nc(COC(=O)C2CCN(C(=O)c3ccc(F)cc3)CC2)n1,.,8.4%,.,.,-6%,
CCOc1ccc(NC(=O)Nc2nc3ccc(S(C)(=O)=O)cc3s2)cc1,-1%,0.2%,-13%,-3%,-1%,
O=C(c1cccs1)N1CCCC(N2CCN(c3ccc(F)cc3)CC2)C1 (centres undefined),2%,i,-2%,4%,-2%,

# Reprinted from the part before: 4 compounds, followed by the next part.
SMILES,M. tuberculosis HTS,VEEV TC-83 Vero,M. tuberculosis,Salmonella PhoP GFP,influenza NS1A,others
Cc1ccc(N2C(=O)N(CC(=O)N3CCCc4ccccc43)C(=O)C2C)cc1 (centres undefined),1%,3.8%,11%,0%,5%,
CCc1ccccc1Nc1nc(N)nc(COC(=O)C2CCN(C(=O)c3ccc(F)cc3)CC2)n1,.,8.4%,.,.,-6%,
CCOc1ccc(NC(=O)Nc2nc3ccc(S(C)(=O)=O)cc3s2)cc1,-1%,0.2%,-13%,-3%,-1%,
O=C(c1cccs1)N1CCCC(N2CCN(c3ccc(F)cc3)CC2)C1 (centres undefined),2%,i,-2%,4%,-2%,
O=C(Nc1ccnn1C1CCN(Cc2ccccc2F)CC1)C1CCCC1,-4%,2.1%,-6%,-5%,2%,
O=C(N/N=C1\CCc2ccccc21)c1ccc(O)cc1,-2%,0.5%,39%,-23%,-2%,
Cc1ccc(C(=O)Nc2cc(=O)n(C)c(=O)n2C)cc1C,-2%,0.9%,.,.,7%,
CC(C)(C)n1nnnc1CN1CCN(C2CCCC2)CC1,-4%,0.2%,-13%,-4%,-2%,
CC(NC(=O)NCCCn1ccnc1)(C(F)(F)F)C(F)(F)F,2%,1.0%,-8%,3%,10%,
Cn1c(C(=O)N2CCN(Cc3ccc4c(c3)OCO4)CC2)cc2c(=O)n(C)c3ccccc3c21,-5%,1.4%,-1%,-14%,5%,
CCC(=O)n1nc(-c2ccco2)nc1SCc1ccccc1,1%,1.5%,19%,2%,7%,
NC(=O)CN1C(=O)C(=O)N(Cc2cccc(C(F)(F)F)c2)C1=O,3%,0.2%,-12%,-5%,-5%,
COC(=O)c1ccccc1N=C(SC)N(C)C,-3%,0.6%,14%,6%,5%,
COc1ccccc1CNC(=O)COC(=O)Cn1cnc2ccccc21,-3%,0.5%,21%,-15%,2%,
CCOC(=O)N1C(=O)C2(CCCCC2)N(c2ccccc2Cl)C1=S,5%,0.7%,46%,-9%,-8%,
O=S(=O)(Nc1ccc(S(=O)(=O)Nc2ncccn2)cc1)c1ccc(Cl)cc1,6%,i,15%,-4%,-18%,

# Among those listed so far, these contain a furan ring, fused or not:
SMILES,M. tuberculosis HTS,VEEV TC-83 Vero,M. tuberculosis,Salmonella PhoP GFP,influenza NS1A,others
COC(=O)Nc1sc2c(c1C(=O)NCc1ccco1)CCCC2,.,1.0%,.,-1%,6%,
CCC(=O)n1nc(-c2ccco2)nc1SCc1ccccc1,1%,1.5%,19%,2%,7%,

# New compounds follow.
SMILES,M. tuberculosis HTS,VEEV TC-83 Vero,M. tuberculosis,Salmonella PhoP GFP,influenza NS1A,others
CC1CCCCC1NC(=O)CN(C)S(=O)(=O)c1ccc2c(c1)CCC(=O)N2 (centres undefined),6%,2.0%,-4%,4%,3%,
S=C(Nc1ccccc1)NC1CCN(Cc2ccccc2)CC1,-10%,0.6%,8%,2%,-13%,
CSC1=N/C(=C\c2ccc(C)s2)C(=O)S1,1%,1.0%,?,-3%,-4%,
Cc1noc(C)c1NC(=O)N(C)C[C@@H]1Oc2ccc(NC(=O)CCC(F)(F)F)cc2CC(=O)N([C@@H](C)CO)C[C@@H]1C,-4%,4.4%,8%,.,-7%,
COc1ccc(C(=O)CSc2n[nH]c(-c3ccco3)n2)cc1,5%,3.8%,32%,-9%,-4%,
Cc1ccc2c(c1)/C(=N/OC(=O)c1ccc(F)cc1)CCS2,4%,3.1%,79%,-10%,-11%,
CCN(CC)C(=S)SCC(=O)Nc1ncc2c(n1)CC(C)(C)CC2=O,-5%,0.7%,-14%,8%,.,
COC(=O)/C=C/c1ccc2c(c1)S(=O)(=O)N(c1cccc(OC)c1)[C@H]2CC(=O)OC,0%,1.0%,54%,5%,-5%,
CCCCN(CC)CCCNC(=O)Cn1nc(Cc2ccncc2)c2ccccc2c1=O,11%,i,3%,1%,-10%,
CCOP(=O)(OCC)C(NC(=O)NS(=O)(=O)c1ccc(C)cc1)c1ccccc1 (centres undefined),0%,0.4%,-26%,8%,2%,
Cc1ccc2nsnc2c1S(=O)(=O)NCCc1c(C)[nH]c2ccc(F)cc12,2%,i,13%,3%,4%,
C/C(=N\NC(=O)c1nnn(-c2nonc2N)c1-c1cccs1)c1ccc(O)cc1,49%,4.3%,44%,10%,-7%,
Cc1nc(Nc2nc3ccccc3o2)nc2c1CCC2,-1%,0.8%,?,1%,-8%,VEEV TC-83 Vero 10K pilot screen=0.0
CCOc1cc(/C=N\NC(=O)C2C(=O)NCC2c2ccccc2)ccc1OC (centres undefined),1%,i,-6%,-3%,8%,
CSc1nc(SCCN(C)C)c2c3c(sc2n1)COC(C)(C)C3,8%,i,28%,6%,18%,
Cc1oc(-c2ccc(Cl)cc2)nc1CN1CCCC(C(=O)NCCCN2CCOCC2)C1 (centres undefined),12%,i,18%,-15%,1%,
CCOC(=O)c1ccc(NC(=O)Cn2nnc(-c3ccc(C)cc3)n2)cc1,-11%,0.3%,18%,-10%,18%,
COc1cc(OC)cc(-c2nnc(NC(=O)CCS(=O)(=O)c3ccc(C)cc3)o2)c1,35%,8.0%,?,5%,-15%,
O=C(Oc1ccc(-c2nnco2)cc1)c1ccco1,10%,i,57%,5%,7%,
